PP5 primary: blocks human protein phosphatase 5 activity | P53041 | purified PP5c, OMFP substrate fluorescence | inhibition, % at 6.7 µM | 320,000 tested, 0.18% active;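 active = inhibition above the campaign's mean inhibition across all tested compounds plus 3 SD, cut at about 9.5% in these data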;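 note: 0% = DMSO only and 100% = 100 µM cantharidin control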
PP1 inh: blocks human PP1-alpha phosphatase, a PP5 counter-screen | inhibition, % at 6.7 µM | 320,000 tested, 0.9% active | purified PP1alpha, OMFP fluorescence;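 active = inhibition above the mean inhibition of all tested compounds plus 3 SD, computed separately for each screening campaign, cut at about 15% in these data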
Target sequence (P62136 whole entry, looked up): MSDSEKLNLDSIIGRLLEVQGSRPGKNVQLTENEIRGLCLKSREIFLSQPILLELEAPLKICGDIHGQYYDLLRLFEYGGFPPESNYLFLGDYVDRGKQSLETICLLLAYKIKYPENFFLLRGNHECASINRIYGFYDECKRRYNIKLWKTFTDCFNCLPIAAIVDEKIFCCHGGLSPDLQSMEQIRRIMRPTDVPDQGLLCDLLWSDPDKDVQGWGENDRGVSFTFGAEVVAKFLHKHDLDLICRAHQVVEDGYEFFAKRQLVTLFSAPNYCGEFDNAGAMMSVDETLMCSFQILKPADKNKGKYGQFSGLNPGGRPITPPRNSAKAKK
PAFAH2 inh: inhibitors of human PAFAH2. Q99487. recombinant PAFAH2, FP-rhodamine activity probe, fluorescence polarization. inhibition, % at 3.39 µM. 340,000 tested, 0.99% active. AID 492956;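 active = inhibition above the mean over all tested compounds plus 3 SD, cut at about 30% in these data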;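 note: inhibitors block probe labeling of enzyme so polarization drops; 0% = enzyme with DMSO and 100% = wells lacking PAFAH2 protein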
HCV core dimer: blocks dimerization of HCV core protein; 300,000 tested, 0.33% active; TR-FRET GST/Flag-core106 dimerization, 1536-well; inhibition, % at 5 µM;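 active = inhibition above the mean of all tested compounds plus 3 SD, set per screening campaign, cut at about 45% in these data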
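Assay system: tagged HCV core106 pair (GST and Flag); medium: KF-containing HEPES buffer, pH 7.45, DTT, CHAPS, BSA; also added: Eu donor and XL665 acceptor anti-tag antibodies; dosing: 5 µM single dose; timing: compound-protein-antibody incubation 4 h at 22.5 °C; signal: TR-FRET 671 and 617 nm emission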
TPT1 inhibitor: C. albicans TPT1 enzyme inhibition; inhibition, % at 5 µM; 300,000 tested, 0.81% active; recombinant caTPT1, FP RNA substrate dephosphorylation;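 active = inhibition above the mean of all tested compounds plus 3 SD, set per screening campaign, cut at about 24% in these data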;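 note: plate controls were DMSO alone for no effect and ferristatin control at 100 nM for full effect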
proCasp3 act: activates human procaspase-3; P42574; recombinant procaspase-3 D3A, Ac-DEVD-pNA absorbance 405 nm; activation, % at 8.5 µM; 330,000 tested, 0.11% active;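 active = activation above the mean of all tested compounds plus 3 SD, cut at about 21% in these data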;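 note: 0% = DMSO alone and 100% = DMSO wells spiked with extra 5 µM PC-3 D3A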
Target sequence (P42574 whole entry D9A/D28A/D175A): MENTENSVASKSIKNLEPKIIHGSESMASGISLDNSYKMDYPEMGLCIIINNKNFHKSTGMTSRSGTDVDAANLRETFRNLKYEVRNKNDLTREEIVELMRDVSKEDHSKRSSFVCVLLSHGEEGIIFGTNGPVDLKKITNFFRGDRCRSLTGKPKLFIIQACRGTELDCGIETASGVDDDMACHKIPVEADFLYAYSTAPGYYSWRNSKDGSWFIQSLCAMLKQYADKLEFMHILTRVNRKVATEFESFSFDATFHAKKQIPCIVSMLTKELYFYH
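Assay system – Procaspase-3 D3A mutant · Benchmarks – DMSO low control, extra-enzyme high control · Technique – 405 nm absorbance of p-nitroaniline, reads at 0 and 120 min · Doses – 8.5 µM nominal · Measure – % activation between DMSO and enzyme-spiked controls · Also added – Ac-DEVD-pNA chromogenic peptide substrate · Schedule – 1 h compound preincubation, 2 h substrate hydrolysis at 25 °C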
Fh CTSL1 inh: counter-screen for PFM18AAP inhibitors: inhibitors of F. hepatica cathepsin L1; inhibition, % at 5.96 µM; 300,000 tested, 0.49% active; recombinant F. hepatica cathepsin L1, Z-Leu-Arg-MCA fluorescence;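 active = inhibition above the mean of all tested compounds plus 3 SD, set per screening campaign, cut at about 17% in these data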;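 note: 0% = plate median of test compound wells and 100% = 1 µM Z-Phe-Ala-diazomethylketone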
AHR act: activates the human aryl hydrocarbon receptor; P35869; AHR-responsive luciferase reporter cells, luminescence; activation, % at 5 µM; 320,000 tested, 2.5% active; in the data active = activation above about 47%;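 note: 0% = vehicle wells and 100% = reference agonist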
proCasp7 act: counter-screen for procaspase-3 activators: activators of human procaspase-7. 330,000 tested, 0.093% active. activation, % at 8.5 µM. P55210. recombinant procaspase-7, Ac-DEVD-pNA absorbance 405 nm; D23A/D198A/D206A triple mutant, cannot self-cleave; scale: DMSO 0, 5 µM enzyme 100;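 active = percent activation above the screen-wide mean plus 3 SD, cut at about 25% in these data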
Target sequence (P55210 whole entry D23A/D198A/D206A): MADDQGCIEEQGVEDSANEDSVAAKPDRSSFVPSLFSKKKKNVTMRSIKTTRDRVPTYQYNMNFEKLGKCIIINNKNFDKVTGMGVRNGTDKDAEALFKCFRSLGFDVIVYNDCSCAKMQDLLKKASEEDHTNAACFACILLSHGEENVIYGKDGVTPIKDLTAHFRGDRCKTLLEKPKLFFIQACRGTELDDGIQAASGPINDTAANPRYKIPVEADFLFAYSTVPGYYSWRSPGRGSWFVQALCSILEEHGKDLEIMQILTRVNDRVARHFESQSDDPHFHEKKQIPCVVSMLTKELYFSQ
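signal = Epi-absorbance of released pNA at 405 nm, two timepoints | assay system = Uncleavable procaspase-7 mutant enzyme | reagent = Ac-DEVD-pNA substrate, 400 µM as added | times = 1 h enzyme–compound preincubation and 2 h substrate reaction, both 25 °C | benchmarks = low DMSO alone, high DMSO plus 5 µM PC-7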
The depositor's hits bear a star; nt = not tested or not shown.

The line under a structure holds: PP5 primary	PP1 inh	PAFAH2 inh	HCV core dimer	TPT1 inhibitor	proCasp3 act	Fh CTSL1 inh	AHR act	proCasp7 act
COCc1cc(C)n(CC(=O)NC(C)c2ccccc2)c(=O)c1C#N (stereo not drawn)
  0.5	0	-16	-2	1	2	-1	-2	16
CC(=O)c1cccc(NC(=O)NCCS(C)=O)c1 (stereo not drawn)
  -0.7	-1	-2	1	-7	-5	0	1	12
CCN(Cc1ccccc1)C(=O)CSc1ncn[nH]1
  1.4	-1	6	-6	-4	10	5	2	0
Cc1ccc(C)c(S(=O)(=O)NCCC(=O)N2CCCC(C(N)=O)C2)c1 (stereo not drawn)
  0.3	-3	10	nt	nt	0	nt	0	14
COc1cc2ncc(C(=O)c3ccccc3)c(N3CCN(Cc4ccccc4)CC3)c2cc1OC
  5.7	4	-3	9	5	-29	0	6	-2
COC(=O)CNC(=O)C(CCSC)NC(C)=O (stereo not drawn)
  2.7	-2	-2	-3	-1	-6	-1	-1	-7
COC(=O)c1ccccc1NC(=O)C1CC(=O)N(C2CCCCC2)C1 (stereo not drawn)
  4.4	-6	6	-1	2	-1	0	-4	4
Cc1csc(N/N=C/c2ccc([N+](=O)[O-])cc2)n1
  0.5	-1	3	-6	1	-3	-2	-4	-1
CC(CNC(=O)C(C)(C)C)NC(=O)C(C)(C)C (stereo not drawn)
  1.1	1	2	-1	-1	4	-3	0	-1
CC(C)c1nc(CNC(=O)CCc2nnc(-c3ccsc3)o2)cs1
  0.6	3	0	0	-3	-1	3	7	-3
CN(C)/C=C(\C#N)C(=O)N/N=C/c1ccccc1
  1.3	1	-13	-10	-2	7	2	7	-5
CSCCC(NC(=O)c1ccco1)C(=O)OC(C)C(=O)NC(=O)NC1CCCCC1 (stereo not drawn)
  -4.7	-2	-5	-3	0	11	13	-4	4
CCN1CCN(Cc2cc(=O)oc3cc(C)cc(C)c23)CC1
  0.8	-1	2	-9	1	6	-1	20	7
CCN(Cc1ccc2c(c1)OCO2)C(=O)CSc1nc(C)nc2sc(C)c(C)c12
  1.8	1	1	nt	nt	-1	nt	4	9
COc1cccc(CC2(CO)CCCN(Cc3cn[nH]c3-c3ccccc3)C2)c1 (stereo not drawn)
  0.4	2	6	-3	0	4	3	0	8
CN1/C(=C\C(=O)c2cccnc2Cl)C(C)(C)c2ccccc21
  -0.6	1	8	3	3	-7	3	11	-13
CCOc1ccccc1Nc1ncccc1C(=O)N1CCCC1
  0.7	-4	-4	-2	2	-4	0	1	-3
CC(C)(C)n1nnnc1CN1C2CCC1CC(NC(=O)Nc1ccccc1)C2 (stereo not drawn)
  -1.4	-4	-20	-1	-2	-4	-3	-6	-1
COc1ccc(S(=O)(=O)N2CCOC2CNC(=O)C(=O)NCCCn2ccnc2)cc1OC (stereo not drawn)
  -0.9	-1	1	7	1	-4	1	3	-3
CCOC(=O)N1CCN(C(=O)c2cc3c(=O)n4cccc(C)c4nc3s2)CC1
  0.2	-2	2	6	0	8	-2	6	-1

The line under a structure holds: PP5 primary	PP1 inh	PAFAH2 inh	HCV core dimer	TPT1 inhibitor	proCasp3 act	Fh CTSL1 inh	AHR act	proCasp7 act
CCOC(=O)CN1N=C(c2ccc(C)cc2)CCC1=O
  0.2	4	2	-5	-3	-5	2	4	6
c1cnc2ccc(C(c3nnnn3C3CCCC3)N3CCSCC3)cc2c1 (stereo not drawn)
  2.6	1	10	-1	2	-4	-1	1	-3
CC(=O)N1CCc2cc(S(=O)(=O)CCC(=O)N3CCN(c4ccccc4F)CC3)ccc21
  -2.0	8	-2	-18	0	3	2	1	-2
COc1ccc2c(c1OC)C(=O)N(c1ccc(O)cc1)C2
  2.8	2	-2	-7	-2	9	-2	41	4
O=C(Nc1ccc(F)c(Cl)c1)C1CCCC1
  -3.4	1	nt	0	0	8	2	1	3
CCCSc1nnc(Sc2nnnn2-c2ccccc2)s1
  0.1	4	-5	7	-2	-5	3	33	6
Cc1ccc(Nc2nc(-c3c(C)nc4ncccn34)cs2)cc1
  1.0	-2	5	0	0	2	2	24	-19
COc1ccc(S(=O)(=O)NC2CCCC2)cc1Cl
  1.3	-2	-3	-2	0	-5	1	1	12
CC1CCN(c2ccccc2NC(=O)c2ccc(C#N)cc2F)CC1
  1.1	-1	nt	7	-7	3	-4	71*	3
CN1C(=O)C(O)(CC(=O)c2cccnc2)c2ccccc21 (stereo not drawn)
  -1.1	-4	1	2	-1	-5	1	2	-5
CN(Cc1ccccc1)C(=O)COc1ccccc1Cl
  -0.7	-1	-1	0	-1	-4	-2	-3	9
COc1cc(CNc2ccc(C)c(C)c2)cc(OC)c1OC
  3.6	-1	-3	-3	5	2	0	24	7
CC1=C(C(N)=O)C(c2ccccn2)n2nc(SCc3ccccc3Cl)nc2N1 (stereo not drawn)
  0.0	-1	-6	0	0	5	5	5	-8
COc1ccc(CN(CC(=O)NCC2CCCO2)C(=O)CCC(=O)Nc2nccs2)cc1 (stereo not drawn)
  0.3	-2	-8	-8	3	4	-4	0	-6
COc1ccc(OC)c(N(CC(=O)NC2CCCCCC2)S(=O)(=O)c2ccc(C)cc2)c1
  4.8	5	1	17	-3	4	0	1	1
Cc1ccc(CNC(=O)c2nn(C)c3c2CS(=O)(=O)c2ccccc2-3)cc1
  1.5	-1	-4	5	-1	2	-3	0	1
COC(=O)C1=NN(c2ccc(OC)cc2)C2C(=O)N(c3ccccc3OC)C(=O)C12 (stereo not drawn)
  0.8	-3	nt	-5	-1	6	2	-1	-1
COC(=O)c1nc2ccc(C)cn2c1F
  0.8	-1	10	-2	-5	6	-5	-1	6
CC(=O)NCCc1csc(-c2ccccc2)n1
  0.1	-3	11	6	2	4	-1	-1	-2
O=C1c2ccccc2C(=O)N1CCc1csc(-c2ccccc2)n1
  -0.4	1	-3	-2	-2	8	-1	-15	-3

The line under a structure holds: PP5 primary	PP1 inh	PAFAH2 inh	HCV core dimer	TPT1 inhibitor	proCasp3 act	Fh CTSL1 inh	AHR act	proCasp7 act
CCN(C(=O)N(CC)c1ccccc1)c1ccccc1
  2.8	0	8	nt	nt	9	nt	0	1
Cn1c2ccccc2c2cnn(CC(=O)Nc3ccccc3Br)c(=O)c21
  -0.6	-2	-13	18	2	5	-3	5	1
O=S1(=O)CCC(NCC2CCCO2)C1 (stereo not drawn)
  -0.2	0	1	-1	-1	0	0	-2	10
CC(C)CNC(=O)COC(=O)c1ccc(F)cc1Cl
  -0.6	-6	35*	-4	-2	4	1	2	2
CC(C)c1ccccc1OCC(O)CN1CCN(S(=O)(=O)c2ccc([N+](=O)[O-])cc2)CC1 (stereo not drawn)
  7.2	2	-1	4	-2	-14	-6	-1	11
COc1ccc(NC(=O)c2ccc(S(=O)(=O)N3CC(C)OC(C)C3)cc2)cc1 (stereo not drawn)
  nt	nt	-10	nt	nt	1	nt	-1	3
COc1ccccc1C(=O)N1CCN(Cc2c[nH]c3ccccc23)CC1
  2.1	1	4	5	-1	6	-4	23	5
COCc1cc(CN(C)C(=O)C2CCC(=O)N(Cc3cccc(OC)c3)C2)[nH]n1 (stereo not drawn)
  3.6	-4	3	-5	0	-4	-3	1	13
COc1cccc(NC(=O)Cn2c(=O)n(C)c(=O)c3sc4c(c32)COC(C)(C)C4)c1
  2.3	3	2	0	-4	3	0	1	2
CC1(c2ccccc2Cl)NC(=O)N(CC(=O)NCCC2=CCCCC2)C1=O (stereo not drawn)
  0.6	-1	1	1	5	-8	0	-1	-2
CC(C)(C)C1CCc2c(C(=O)NNC(=O)/C=C/C(=O)O)csc2C1 (stereo not drawn)
  3.5	-3	-3	9	2	0	1	6	-1
O=C(CN1C(=O)S/C(=C/c2cc(Br)cs2)C1=O)N1CCOCC1
  1.6	0	10	-5	-1	2	-1	0	5
C/C(=N\NC(=O)CSCc1ccc([N+](=O)[O-])cc1)c1ccccc1
  -1.8	0	2	-1	-1	-6	-2	7	-2
CCC(C)[C@H](NC(=O)N1CCCCCC1)C(=O)O (stereo partly drawn)
  -2.1	-2	-2	0	0	0	2	8	6
COc1ccc(-c2cc(C(F)(F)F)nc(SCC(=O)Nc3ccc4c(c3)OCO4)n2)cc1
  -0.5	-1	-3	-2	0	-3	-3	7	1
O=C(NC1CCCC1)c1cccc(S(=O)(=O)N2CCCC2)c1
  0.6	0	-3	nt	nt	-1	nt	0	4
COc1ccc([N+](=O)[O-])cc1N(CC(O)CN1CCOCC1)S(=O)(=O)c1ccccc1 (stereo not drawn)
  -1.9	1	-8	-5	-4	4	1	0	-6
COc1ccc(N(C(=O)COc2ccc(C)cc2)S(=O)(=O)c2ccc(C)cc2)cc1
  1.6	2	-3	-3	-6	4	-9	3	8
Cc1ccnn1CC(=O)N/N=C/c1ccc2c(c1)OCO2
  0.8	1	0	-2	-3	-4	-3	24	5
CCOC(=O)c1cc(-c2ccccc2)n[nH]1
  1.3	2	3	-2	-5	0	-2	-1	-5

The line under a structure holds: PP5 primary	PP1 inh	PAFAH2 inh	HCV core dimer	TPT1 inhibitor	proCasp3 act	Fh CTSL1 inh	AHR act	proCasp7 act
COc1ccc(NC(=O)COc2nsnc2N2CCOCC2)cc1
  2.6	-6	-3	2	3	1	1	3	6
CCCN1CCC2(CC1)C(C#N)=C(N)Oc1c2sc2nc(C)cc(C)c12
  2.6	-1	8	1	24*	-5	5	61*	-13
C[C@@H]1NC(=O)[C@H](CCCN=C(N)N)NC(=O)c2cc([N+](=O)[O-])cc(I)c2OCC[C@@H](C(=O)NC(CC(=O)O)C(N)=O)NC1=O (stereo partly drawn)
  0.0	-1	nt	-2	-2	0	-2	-1	5
O=C(Nc1ccccc1N1CCCC1)c1cccc(Cl)c1Cl
  2.1	-3	-2	-6	-1	3	1	46	-8
Cc1c(NC(=O)c2ccc(C(=O)Nc3c(C)n(C)n(-c4ccccc4)c3=O)cc2)c(=O)n(-c2ccccc2)n1C
  -3.7	-1	-5	8	-2	6	2	28	1
Cc1ccc(NC(=O)CSCC(=O)NNC(=O)c2nn(C)c(=O)c3ccccc23)cc1
  -2.8	-2	1	nt	nt	4	nt	0	9
COc1ccc(Cn2c(=S)[nH]c3cc(OC)c(OC)cc3c2=O)cc1
  1.5	0	-10	-13	-2	0	1	2	-2
CCCCCCCOc1ccc(OC(=O)c2ccncc2)cc1
  -0.9	-1	5	0	1	3	2	0	2
CCC(=O)NC(C)c1cc(Cl)c2ccccc2c1O (stereo not drawn)
  1.4	-5	1	nt	nt	-2	nt	8	1

Four entries from above, set out differently:
Structure | PP5 primary | PP1 inh | PAFAH2 inh | HCV core dimer | TPT1 inhibitor | proCasp3 act | Fh CTSL1 inh | AHR act | proCasp7 act
CC(CNC(=O)C(C)(C)C)NC(=O)C(C)(C)C (stereo not drawn) | 1.1 | 1 | 2 | -1 | -1 | 4 | -3 | 0 | -1
COc1ccc2c(c1OC)C(=O)N(c1ccc(O)cc1)C2 | 2.8 | 2 | -2 | -7 | -2 | 9 | -2 | 41 | 4
Cc1ccc(Nc2nc(-c3c(C)nc4ncccn34)cs2)cc1 | 1.0 | -2 | 5 | 0 | 0 | 2 | 2 | 24 | -19
O=C(Nc1ccc(F)c(Cl)c1)C1CCCC1 | -3.4 | 1 | nt | 0 | 0 | 8 | 2 | 1 | 3
